Screening results as filed in PubChem BioAssay.
PPC-1+TRAIL kill: compounds killing PPC-1 cancer cells with TRAIL present, primary screen, TRAIL potentiator project, ATPLite luminescence, uHTS | actives 0.41% (n = 220,000) | PPC-1 cells + TRAIL, ATPLite viability luminescence | AID 1443, 2008 | cell killing (% activity), % at 4 µM;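 active = cell killing above 50% in the first pass at 4 µM, then a duplicate retest at 5 µM averaging 50% or more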;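 note: plate controls were cells with TRAIL plus DMSO for no effect and medium-only wells lacking cells for full effect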
TRPML3 ag: human TRPML3 channel agonists, primary screen, cell-based, HEK293 TRPML3-YFP, Fluo-8 calcium fluorescence, 3 µM | actives 0.29% (n = 220,000) | Mucolipin-3 (Homo sapiens), Q8TDD5 | activation, % at 3 µM | 100% = the carbachol control signal;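 active = activation above its plate's cutoff, the mean activation of the plate's test wells plus 3 SD, cut at about 12% in these data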;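 note: 0% = DMSO only wells and 100% = carbachol wells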
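Test system: HEK293 cells stably carrying human TRPML3-YFP; Doses: single dose, 3 µM final nominal compound, 0.3% DMSO final; Schedule: dye loading 1 h 37 °C then 30 min ambient, 125 s read; Technique: Fluo-8 calcium fluorescence; Benchmarks: high control carbachol 87 µM, low control DMSO.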
Tb hexokinase: Trypanosoma brucei hexokinase 1 inhibitors, primary screen, biochemical, G6PDH-coupled NADH absorbance, MLSCN library; hexokinase 1 [Trypanosoma brucei]; recombinant TbHK1, G6PDH-coupled NADH A340; inhibition, % at 10 µM; actives 0.11% (n = 220,000); AID 1430, 2008;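 active = inhibition of 50% or more in the single-dose primary screen; inactive = inhibition below 50%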
EBV gp42 inh: Epstein-Barr virus gp42 inhibitors, primary screen, biochemical, uHTS, fluorescence polarization; AID 1085, 2008; inhibition, % (tested at 21.74 µM); Glycoprotein 42 (Epstein-Barr virus (strain AG876)), Q1HVG2; actives 0.42% (n = 220,000); Fluorescence polarization binding assay, mP read-out; in the data active = inhibition above about 50%
Target sequence (Q1HVG2 whole entry, looked up): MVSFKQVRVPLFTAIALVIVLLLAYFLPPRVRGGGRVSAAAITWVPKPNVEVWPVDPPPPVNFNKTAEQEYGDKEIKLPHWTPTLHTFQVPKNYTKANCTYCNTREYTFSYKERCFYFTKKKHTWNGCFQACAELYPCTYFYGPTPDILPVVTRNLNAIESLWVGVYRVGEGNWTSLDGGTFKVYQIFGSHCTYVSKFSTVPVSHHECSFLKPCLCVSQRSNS
TRPN1 ag: zebrafish TRPN1 channel agonists, primary screen, cell-based, HEK293, calcium fluorescence | activation, % at 3 µM | actives 0.18% (n = 220,000) | HEK293 zebrafish TRPN1-YFP, Fluo-8 calcium fluorescence; 100% = response to 87 µM carbachol | transient receptor potential cation channel N1 (TRPN1/NompC), Danio rerio;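 active = activation above its plate's cutoff, the mean activation of test wells on that plate plus 3 SD, cut at about 19% in these data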;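 note: 0% = DMSO alone and 100% = 87 µM carbachol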
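System: zebrafish TRPN1-YFP in HEK293 cells / Dosing: 3 µM single point / Timing: dye loading 1 h at 37 °C, then 30 min room temperature / Signal: Fluo-8 calcium fluorescence, excitation 470-495 nm, emission 515-575 nm / Read-out basis: percent activation from peak over basal fluorescence ratio, control-normalized / Control set: high carbachol 87 µM, low DMSO alone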
Furin inh: human furin inhibitors, primary screen, biochemical, fluorescence intensity; P09958; purified furin, fluorogenic substrate cleavage; inhibition, % at 30 µM; actives 0.061% (n = 220,000); in the data active = inhibition above about 25%; note: inactives centre near -15
Target sequence (P09958 108-714 limits assumed): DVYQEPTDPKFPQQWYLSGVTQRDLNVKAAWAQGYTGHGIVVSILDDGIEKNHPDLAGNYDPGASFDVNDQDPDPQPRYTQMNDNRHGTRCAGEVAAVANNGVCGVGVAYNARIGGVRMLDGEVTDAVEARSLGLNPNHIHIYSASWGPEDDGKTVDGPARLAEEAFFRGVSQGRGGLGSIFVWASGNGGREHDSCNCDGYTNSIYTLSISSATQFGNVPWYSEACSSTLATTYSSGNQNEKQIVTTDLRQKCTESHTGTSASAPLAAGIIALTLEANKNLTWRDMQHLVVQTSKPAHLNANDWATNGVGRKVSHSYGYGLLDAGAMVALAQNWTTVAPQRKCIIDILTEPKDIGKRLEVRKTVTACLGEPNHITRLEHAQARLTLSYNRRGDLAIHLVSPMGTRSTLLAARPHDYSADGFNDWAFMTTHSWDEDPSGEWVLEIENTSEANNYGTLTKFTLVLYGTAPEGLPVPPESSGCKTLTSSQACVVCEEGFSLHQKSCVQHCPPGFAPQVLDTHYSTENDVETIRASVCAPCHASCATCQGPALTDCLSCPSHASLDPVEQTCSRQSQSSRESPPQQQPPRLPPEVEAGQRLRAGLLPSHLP
Thrombin inh: human alpha-thrombin inhibitors, primary screen, counter-screen for coagulation protease inhibitor project, biochemical, 1536-well, fluorogenic AMC substrate | inhibition, % at 5 µM | Prothrombin (Homo sapiens), P00734 | actives 0.26% (n = 220,000) | Boc-VPR-AMC fluorogenic substrate cleavage;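 active = inhibition at or above 40%; inactive = inhibition below 40%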;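 note: 0% = enzyme with no compound and 100% = wells without enzyme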
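Test system: human alpha-thrombin; medium: pH 7.5 Tris-saline with Tween 20; times: reaction at room temperature; signal: AMC fluorescence at 355 nm excitation and 460 nm emission; also added: Boc-VPR-AMC substrate, 15 µM final; dosing: one concentration per compound, 5 µM, with 0.2% DMSO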
KCC2 mod: KCC2 cotransporter modulators, thallium flux, primary screen, cell-based, HEK293 KCC2, FluoZin-2 fluorescence, MLSMR; KCC2 cells, thallium flux FluoZin-2 fluorescence; actives 2.2% (n = 190,000); B-score of Tl+ flux slope (higher = more flux/activation; lower = inhibition) at 10 µM;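 active = thallium flux slope and its plate-corrected score both differing from the plate sample mean at a set confidence after two filtering rounds, in either direction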;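 note: slope of fluorescence scaled to starting intensity during 10 to 20 s after thallium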
m-calpain inh: inhibitors of pig calpain II, primary screen, biochemical, fluorogenic peptide substrate, 1536-well. inhibition, % at 16 µM. actives 0.37% (n = 220,000). purified calpain II, 30 min;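 active = inhibition above about 50%, limit read from the data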
The depositor's hits bear a star; i = inactive; · = no result given; [ ] = remark or other dose. An unsorted share of the library. Share with any hit: about 3.6%.

mol	Thrombin inh	m-calpain inh	PPC-1+TRAIL kill	TRPML3 ag	Furin inh	TRPN1 ag	KCC2 mod	Tb hexokinase	EBV gp42 inh
COCCn1c(SCC(=O)Nc2ccc(S(N)(=O)=O)cc2)nc2ccccc21	1	9	10	0.5	-3[20 µM]	0.6	-0.035	-12	-16
N#Cc1ccc(C23CC4(C2)[C@H](CN(CC2CCCCC2)[C@@H]4c2ccccc2)C3c2ccc(Cl)nc2)cc1 (stereo partly drawn)	-8	-30	12	·	-20	·	-0.29	-3	-23
CC(=O)c1c(N2CCCCC2)nc(=S)n(Cc2ccccc2)c1C	8	3	13	0.1	-26	-0.2	0.12	-3	-1
CO/N=C/C=C1/N(C)c2ccccc2C1(C)C	-7	1	13	0.2	-17	-0.6	-0.12	-25	-3
O=C(/C=C/c1ccccc1)NC(=S)Nc1ccc(N2CCOCC2)c(Cl)c1	-5	11	-1	0.2	-29[20 µM]	0.9	·	-11	-4
CC(C)=CC(=O)Nc1nnc(-c2ccc(F)cc2)s1	0	2	-20	0.0	-17[20 µM]	0.5	·	-2	-22
CCOc1ccc2[nH]c(C)c(CN3CCOCC3)c(=O)c2c1	-4	-42	21	0.8	-34	1.7	0.88	-23	-14
C=CC[C@@H]1C=C[C@H](O/N=C/[C@@H](NS(=O)(=O)c2ccc(C)cc2)[C@H](C)/C=C/CC(=O)OC)[C@@H](CO)O1	-4	-5	7	-1.4	-11	-0.7	-0.32	-2	-10
COc1cc2c(cc1OC)-c1cc(OCc3ccccc3Cl)nc(=O)n1CC2	3	-370	8	0.9	-49[20 µM]	-0.5	·	-35	-11
O=C(CCc1nc2ccccc2c(=O)[nH]1)OCc1ccc(Cl)cc1Cl	-6	0	24	0.6	-16	0.5	0.26	-1	-16
O=C(O)C1CCC(=O)N1Cc1ccccc1Cl (stereo not drawn)	3	5	-6	1.1	-15	2.9	0.043	-2	-12
Cc1ccc(-c2nn(-c3ccccc3)cc2/C=N/NC(=O)c2ccc3c(c2)OCO3)cc1	-9	-3	26	0.0	-15	0.5	0.83	-18	-6
Fc1ccc(COc2ccc(Br)cc2CNCc2ccncc2)cc1	-1	10	4	-1.1	-14[20 µM]	0.7	·	6	-4
Cc1ccc(-c2nn(-c3ccccc3)cc2/C=C/C(=O)O)o1	0	-269	18	-2.1	-15	1.2	0.22	3	-1
Cn1ccnc1Sc1ccc(/C=N/NC(=O)c2ccccc2O)cc1[N+](=O)[O-]	-3	31	2	0.3	-13	1.0	0.19	-11	-6
CC(=O)c1cccc(CN2CCCC(CCC(=O)NCc3ccc(C)o3)C2)c1 (stereo not drawn)	-5	-7	3	0.5	-21	1.2	·	-4	5
Cc1nc2ccccc2c2c1C(=O)N(c1ccc(C(=O)O)cc1)C2=O	-14	12	28	1.5	-20	-0.8	1	-5	-4
O=C(CSc1ccncc1)Nc1ccc(S(=O)(=O)Nc2nccs2)cc1	3	-35	36	0.8	-32	-0.1	0.12	-1	2
N#Cc1cc(-c2ccccc2)[nH]c1-c1nccc2ccccc12	-7	-168	-11	-0.7	-13	-1.3	-0.67	-18	0
O=c1[nH]c2ccc(S(=O)(=O)N3CCCCC3)cc2[nH]c1=O	-8	6	0	0.5	-7[20 µM]	1.2	0.13	-14	-6
Cc1ccc2c(c1)C1CN(C)CCC1N2C(=O)Nc1ccc(Cl)cc1 (stereo not drawn)	2	-5	9	3.1	-22	8.4	·	6	-10
CC1CCN(C(=O)CSc2nc3ccccc3[nH]2)CC1	0	20	21	0.3	-12	2.2	0.65	8	-1
c1cnc(-c2noc(CN3CCN(C4CCCC4)CC3)n2)cn1	-9	-28	-20	0.3	-26	2.5	0.12	0	-27
O=C(Cn1cnnn1)OCC(=O)c1ccc(Cl)s1	7	-73	-4	0.6	-24	0.6	·	9	-21
CCCN(CC1CC1)C(=O)COC(=O)c1ccc2c(c1)C(=O)N(c1ccc(OCC)cc1)C2=O	-3	-2	28	0.7	-29	3.9	0.39	4	-4
CCOC(=O)c1c(NC(=O)Cn2nnc(-c3ccc(Cl)cc3)n2)sc(CC)c1C	4	-35	8	1.1	-13[20 µM]	-0.3	0.091	-5	-14
CCN1C(=O)/C(=C2/Sc3ccc(OC)cc3N2C)SC1=Nc1cccc(O)c1	-20	-189	14	-0.1	-18	-0.8	0.59	3	-13
O=C(NC(Cc1c[nH]c2ccccc12)C(=O)O)/C(=C/c1ccco1)NC(=O)c1ccccc1 (stereo not drawn)	-8	-6	4	0.7	-22	0.7	1.1	-8	-12
O=C(CN1CCN(S(=O)(=O)c2ccc(Br)cc2)CC1)N/N=C/c1cc([N+](=O)[O-])ccc1Cl	-4	-101	6	-0.2	-19	0.3	-0.94	-3	-6
CCOC(=O)N1CCN(C(=O)c2nn(-c3cc(OC)cc(OC)c3)c(=O)c3ccccc23)CC1	0	-11	9	0.3	-23	0.8	-0.32	-9	2
O=C(O)c1cc(NC(=O)C2CCCO2)cc(NC(=O)C2CCCO2)c1 (stereo not drawn)	-2	22	-4	-0.1	-11[20 µM]	0.6	5.6	2	-10
Cc1ccc(CNC(=O)C(OC(=O)c2ccco2)C(C)C)cc1 (stereo not drawn)	-2	7	-3	0.0	-21	-1.6	-0.45	5	-24
CCN(CC)C(=O)Nc1ccc(C(=O)OC)cc1	-5	-20	-8	0.4	-13[20 µM]	-1.4	·	1	-13
COc1ccc(-c2cc3nc(C)cc(N4CC(C)CC(C)C4)n3n2)cc1 (stereo not drawn)	-3	-29	10	0.6	-10[20 µM]	-0.1	0.39	-16	11
Cn1c(=O)[nH]c(=O)c2c1nc(SCC(=O)Nc1ccccc1)n2Cc1ccccc1	-1	-24	-1	-0.6	-17	0.0	·	0	-5
CCCCOCCCNC(=O)N[C@@H](CC(C)C)C(=O)O	-2	0	4	-0.3	-26	-0.2	1.3	1	-20
C/C(=N\NC(=O)CC#N)c1cc2ccc(O)cc2oc1=O	-22	i	12	1.3	-60	1.8	i	-3	25
COc1ccc(C(=O)N2CCN(c3cccc(Cl)c3)CC2)cc1	3	20	17	-0.3	-12[20 µM]	-1.7	-0.73	0	-15
Cc1ccc(S(=O)(=O)Nc2ccccc2C(=O)NCc2cccnc2)cc1	-6	-14	-2	0.6	-11	-0.6	0.7	-8	11
O=C(C[n+]1ccc(/C=N/O)cc1)N(Cc1ccccc1)Cc1ccccc1	-2	-14	-4	1.3	-21	0.9	1.1	-12	-5
Cc1ccc(SCc2nc3ccccc3n2CC(=O)Nc2ccccc2)cc1	-1	11	-3	-0.1	-11	0.4	-1.6	24	-10
Cc1nn(Cc2cccc(C(=O)Nc3ccn(Cc4c(F)c(F)cc(F)c4F)n3)c2)c(C)c1[N+](=O)[O-]	4	-48	7	-0.2	-14[20 µM]	-0.9	-0.37	-10	9
Cc1nc2sc(C(c3ccccc3)N3CCOCC3)c(O)n2n1 (stereo not drawn)	-2	15	10	0.4	-10[20 µM]	-0.2	0.59	2	5
CCOC(=O)c1ccc(NC(=O)COC(=O)c2cccc(Oc3ccccc3)c2)cc1	-10	19	5	1.3	-13	0.8	-0.99	2	6
O=c1cc(O)c2sc3nc(-c4ccccc4)cc(C(F)(F)F)c3c2[nH]1	-3	-88	18	1.7	4	2.2	-1.8	-30	-29
CC(=O)NCCn1c(SCC(=O)NCCc2ccc(S(N)(=O)=O)cc2)nc2ccccc2c1=O	-10	-4	16	0.1	-10	0.2	0.79	-6	-14
CCOC(=O)[C@@H]1CCN(Cc2ccccc2)C[C@H]1c1ccccc1	1	8	-24	-0.6	-12	-1.1	0.12	-3	-12
CCOC(=O)C1CCCN(c2c(NCCN3CCCCC3CC)c(=O)c2=O)C1 (stereo not drawn)	-6	11	3	1.3	-27	0.3	1.1	8	-28
O=c1[nH]ncn2cccc12	-4	3	8	1.3	-9	-0.9	-0.91	15	-33
NC(=O)CSc1nnc2ccc(-c3ccco3)nn12	1	-240	4	0.8	-9	0.9	0.39	-9	2
CNCc1ccccc1Sc1ccc(OC)cc1	0	12	9	0.4	-13[20 µM]	0.6	1.6	4	3
CC1CCN(c2nc(Cl)nc(Nc3ccc([N+](=O)[O-])cc3)n2)CC1	0	-44	7	0.8	-26	0.8	-0.3	-8	7

3 of the compounds above, with two lines to a compound.
Below each compound: Thrombin inh, m-calpain inh, PPC-1+TRAIL kill, TRPML3 ag, Furin inh, TRPN1 ag, KCC2 mod, Tb hexokinase, EBV gp42 inh
Cc1ccc(-c2nn(-c3ccccc3)cc2/C=N/NC(=O)c2ccc3c(c2)OCO3)cc1
    -9, -3, 26, 0.0, -15, 0.5, 0.83, -18, -6
Fc1ccc(COc2ccc(Br)cc2CNCc2ccncc2)cc1
    -1, 10, 4, -1.1, -14[20 µM], 0.7, ·, 6, -4
Cc1ccc(-c2nn(-c3ccccc3)cc2/C=C/C(=O)O)o1
    0, -269, 18, -2.1, -15, 1.2, 0.22, 3, -1
